Vif-A3F inh = inhibitors of Vif-A3F interaction; 0.2% of 390,000 active; AID 602313; Potency, µM (titrated, usually from 46.1 µM), without a hit: at the highest dose activity, negative = active; HeLa A3F-eYFP + Vif (tagged APOBEC3F with the HIV-1 protein that degrades it), YFP fluorescence increase; also: potency is read from the fitted curve at half-maximal effect; % of control where 0% means no effect; nearly all actives have a fitted effect of over 65% in size
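HeLa cells stably expressing A3F-eYFP plus Vif, plated and incubated overnight at 37 deg C, then exposed to compounds overnight at 37 deg C. Blocked degradation read as raised yellow fluorescence (Ex 488/Em 500-530).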
D1 agonist = human D1 receptor agonism; HEK293 T-REx D1 cells, calcium flux, agonist mode; activation, % at 2 µM; 1% of 360,000 active; AID 504660; in the data active = activation above about 30%; also: 0% is about no effect
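Tetracycline-induced HEK293 TREx D1 cells, force-coupled to calcium signalling, were dye-loaded with a no-wash calcium kit. Compound was pin-added after a 10 s baseline. Fluorescence was read kinetically at 1 cycle/s for 180 s, with calcium rises flagged as agonism.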
RXFP1 agonist = activates the human relaxin receptor RXFP1. Q9HBX9. HEK293T-RXFP1 cAMP TR-FRET, 30 min; response scale: percent of porcine relaxin response, buffer zero. Potency, µM (highest dose often 57.5 µM), without a hit: at the top dose activation, usual class: activators. 0.3% of 370,000 active; also: potency is read from the fitted curve at half-maximal effect; % is scaled to controls: 0 for no effect and ±100 for the full control effect; nearly all actives have a fitted effect of over 60% in size; many of its hits are not listed in these tables
Target sequence (Q9HBX9 whole entry, looked up): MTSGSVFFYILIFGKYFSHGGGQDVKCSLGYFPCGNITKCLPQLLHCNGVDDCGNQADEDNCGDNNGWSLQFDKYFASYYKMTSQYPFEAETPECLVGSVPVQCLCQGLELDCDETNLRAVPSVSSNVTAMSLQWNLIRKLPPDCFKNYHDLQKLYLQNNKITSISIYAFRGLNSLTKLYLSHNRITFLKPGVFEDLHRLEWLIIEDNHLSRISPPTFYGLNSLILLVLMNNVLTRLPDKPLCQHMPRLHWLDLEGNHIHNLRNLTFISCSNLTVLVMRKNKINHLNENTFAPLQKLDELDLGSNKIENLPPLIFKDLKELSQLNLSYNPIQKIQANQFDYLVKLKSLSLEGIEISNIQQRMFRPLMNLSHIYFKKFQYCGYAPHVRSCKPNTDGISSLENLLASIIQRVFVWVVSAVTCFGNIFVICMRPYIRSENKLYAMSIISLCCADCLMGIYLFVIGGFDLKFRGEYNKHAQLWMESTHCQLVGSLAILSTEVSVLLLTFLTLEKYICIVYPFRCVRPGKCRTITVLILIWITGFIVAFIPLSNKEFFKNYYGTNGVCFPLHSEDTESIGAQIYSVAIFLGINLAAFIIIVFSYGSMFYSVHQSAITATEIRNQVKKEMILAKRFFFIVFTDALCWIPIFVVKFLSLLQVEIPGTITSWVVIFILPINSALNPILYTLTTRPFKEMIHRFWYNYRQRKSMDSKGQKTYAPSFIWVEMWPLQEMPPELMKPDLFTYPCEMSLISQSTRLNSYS
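cAMP rise read by TR-FRET after 30 min, 37C compound exposure (up to 58 uM) in RXFP1-transfected HEK293 cells with Ro 20174 present. EC50 from Hill-equation fits, with 29 nM porcine relaxin as 100% and buffer as basal.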
D1 potentiator = enhances dopamine response at the human D1 receptor. P21728. HEK293 TREx D1 cells, calcium flux, dopamine EC20 potentiation. potentiation, % at 10 µM. 0.036% of 360,000 active; in the data active = potentiation above about 30%; also: 0% is about no effect
Vif-A3G inh = blocks the Vif interaction with human APOBEC3G. Q9HC16. HeLa A3G-eYFP + Vif (tagged APOBEC3G with the HIV-1 protein that degrades it), YFP fluorescence, overnight. Potency, µM (highest dose often 46.1 µM), inactives show at the top dose activity, negative = active, hits mostly inhibitors. 0.076% of 410,000 active. AID 602310;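 also: potency is read from the fitted curve at half-maximal effect; % is scaled to controls: 0 for no effect and ±100 for the full control effect; nearly all actives have a fitted effect of over 60% in size; hits raise eYFP signal because A3G escapes Vif-driven loss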
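Read-out is eYFP fluorescence (Ex 488/Em 500-530) from Vif-expressing HeLa A3G-eYFP cells; more signal means A3G escaped Vif-mediated degradation. Cells plated overnight, compound pinned in, incubated overnight at 37 deg C.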
RXFP1 antagonist = blocks the human relaxin receptor RXFP1; Q9HBX9; HEK293-RXFP1, relaxin-stimulated cAMP HTRF, 30 min; active compounds read low; activity change, negative = inhibition, % at 57.5 µM; 0.59% of 350,000 active; AID 1259400;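 active = activity change of -60% or lower, but not beyond a set lower limit; inconclusive = change between -60% and -40%, or beyond the set limit; inactive = change above -40%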; also: % is scaled to controls: 0 for no effect and ±100 for the full control effect
D2 PAM = positive allosteric modulators of human D2 dopamine receptor. HEK293 T-REx D2, calcium flux, EC20 dopamine potentiation. potentiation, % at 10 µM. 0.34% of 340,000 active. AID 485347;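 active = potentiation over 3 SD above the plate norm, cut at about 30% in these data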; also: 0% is about no effect
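Tetracycline-induced Hek293 Trex D2 cells, force-coupled to calcium, loaded with no-wash calcium dye. Compound added with 180 s kinetic read for agonism, then EC20 dopamine and a further 180 s read for potentiation.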
GRP78 ERSR act = inducers of ER stress response in human glioma cells; U87-MG GRP78 promoter luciferase reporter, 16 h; Potency, µM, for the others: top-dose activation, usual class: activators; 0.02% of 420,000 active; AID 602332; also: potency is read from the fitted curve at half-maximal effect; series mostly up to about 76 µM; % of control where 0% means no effect; nearly all actives have a fitted effect of over 35% in size
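Stably transfected U87-MG glioma cells carrying a GRP78-based luciferase sensor; 16 h compound incubation. Luminescence end-point read 10 min after Bright-Glo addition at room temperature.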
D1 antagonist = antagonists of human D1 dopamine receptor | P21728 | HEK293 TREx D1 cells, calcium flux, dopamine EC80; active compounds read low | activity change, negative = inhibition, % at 10 µM | 3.2% of 360,000 active | AID 504652; in the data active = activity change below about -30%; also: % is scaled to controls: 0 for no effect and ±100 for the full control effect
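Using tetracycline-induced force-coupled D1 Hek293 cells and a calcium dye, signals were followed for 180 s after compound, then for 180 s after EC80 dopamine, to detect inhibitors.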
* marks the source's active call; other numbers are inactive results. Unless noted, calls follow the shape of the dose curve; as a rule, active = well fitted curve in the direction sought with a large enough effect; inconclusive = small, poorly fitted or top-dose-only effect, or another doubt; inactive = no such curve, though single readings can be large; an effect the other way counts as inactive or inconclusive.

For CC(=O)N1CCN(C(=O)c2ccc(Cl)c(S(=O)(=O)N3CC(C)OC(C)C3)c2)CC1 (configuration not stated) the results were Vif-A3F inh -12%, Vif-A3G inh 1%, RXFP1 antagonist -21 and GRP78 ERSR act -2%.
Screening O=C(Cn1nnc(-c2ccc3c(c2)OCO3)n1)Nc1ccccc1C(=O)O returned Vif-A3F inh -3%, D1 agonist 3, RXFP1 agonist -1.8%, D1 potentiator -1, Vif-A3G inh -11%, RXFP1 antagonist -28, D2 PAM -2, GRP78 ERSR act 4% and D1 antagonist 2.
For CC(C(=O)NCC1CCCCC1)N1CCN(S(=O)(=O)/C=C/c2ccccc2)CC1 (configuration not stated) the results were Vif-A3F inh 0%, D1 agonist 0, RXFP1 agonist 0.0%, D1 potentiator 1, Vif-A3G inh 2%, RXFP1 antagonist -8, D2 PAM -10, GRP78 ERSR act 0% and D1 antagonist -13.
For CCOc1cccc(CN2CCC(CCC(=O)NC3CC3)CC2)c1O the results were Vif-A3F inh 0%, D1 agonist 3, RXFP1 agonist 0.1%, D1 potentiator -1, Vif-A3G inh 0%, RXFP1 antagonist 4, D2 PAM -1, GRP78 ERSR act -2% and D1 antagonist 5.
For C#CC(CC)(CC)NC(=S)Nc1ccc(S(N)(=O)=O)cc1 the results were Vif-A3F inh -1%, D1 agonist 2, RXFP1 agonist 4.5%, D1 potentiator -1, Vif-A3G inh -3%, RXFP1 antagonist -8, D2 PAM -1, GRP78 ERSR act -1% and D1 antagonist -43*.
Screening N#CC1=C(N)OC2=C(C(=O)CCC2)C1c1ccc(OC(=O)N2CCOCC2)cc1 (configuration not stated) returned Vif-A3F inh 1%, D1 agonist -1, RXFP1 agonist 1.0%, D1 potentiator -3, Vif-A3G inh 3%, RXFP1 antagonist 9, GRP78 ERSR act -4% and D1 antagonist -18.
Screening COc1ccc(CCNC(=O)C2CCCN2C(=O)Nc2cccc(C(C)=O)c2)cc1OC (configuration not stated) returned Vif-A3F inh 3%, D1 agonist 0, RXFP1 agonist 0.3%, D1 potentiator -2, Vif-A3G inh 1%, RXFP1 antagonist -3, D2 PAM 13, GRP78 ERSR act -3% and D1 antagonist 13.
CC(NC(=O)COc1ncnc2cc([N+](=O)[O-])ccc12)c1ccccc1 (configuration not stated) was read as Vif-A3F inh -17%, D1 agonist 6, RXFP1 agonist 1.9%, D1 potentiator 1, Vif-A3G inh 0%, RXFP1 antagonist 13, D2 PAM 17, GRP78 ERSR act -5% and D1 antagonist 6.
Cc1cccc(C2NC(=O)c3ccccc3N2)c1 (configuration not stated) was read as Vif-A3F inh -23%, Vif-A3G inh inconclusive, RXFP1 antagonist -4 and GRP78 ERSR act 1%.
O=C(NCCc1csc(-c2ccccc2)n1)c1cccs1 was read as Vif-A3F inh -12%, D1 agonist 5, RXFP1 agonist -0.9%, D1 potentiator -17, Vif-A3G inh -1%, RXFP1 antagonist 5, D2 PAM -5, GRP78 ERSR act 1% and D1 antagonist -60*.
`O=C1CC(c2ccc(F)cc2)Sc2nc(C34CC5CC(CC(C5)C3)C4)nn21` (configuration not stated) gave Vif-A3F inh -11%, D1 agonist 2, RXFP1 agonist 0.8%, D1 potentiator -8, Vif-A3G inh 1%, RXFP1 antagonist -13, D2 PAM -11, GRP78 ERSR act -1% and D1 antagonist -52*.
For CCOc1ccc(NS(=O)(=O)c2cc3c4c(c2)C(C)C(=O)N4CCC3)cc1 (configuration not stated) the results were Vif-A3F inh 3%, D1 agonist 3, RXFP1 agonist -0.4%, D1 potentiator -3, Vif-A3G inh 5%, RXFP1 antagonist -32, D2 PAM 3, GRP78 ERSR act 1% and D1 antagonist -3.
COc1ccc(C(c2nnnn2Cc2ccc(F)cc2)N2CCN(c3ccccc3)CC2)cc1 (configuration not stated) was read as Vif-A3F inh -8%, D1 agonist 0, RXFP1 agonist 1.0%, D1 potentiator -1, Vif-A3G inh -4%, RXFP1 antagonist -7, D2 PAM -2, GRP78 ERSR act 0% and D1 antagonist 21.
Screening CC(C)(C)c1cc(C(C)(C)C)c2oc(=O)c(-c3nc4ccccc4[nH]3)cc2c1 returned Vif-A3F inh -11%, D1 agonist 7, RXFP1 agonist 19%, D1 potentiator 2, Vif-A3G inh 1%, RXFP1 antagonist -3, D2 PAM 11, GRP78 ERSR act -3% and D1 antagonist 10.
Screening COc1cc(NC(=S)NCCSc2ccc(C)cc2)cc(OC)c1 returned Vif-A3F inh -7%, D1 agonist 8, RXFP1 agonist 2.1%, D1 potentiator -1, Vif-A3G inh 1%, RXFP1 antagonist 9, GRP78 ERSR act -3% and D1 antagonist -12.

Looked up by compound from the entries so far:
Screening O=C(Cn1nnc(-c2ccc3c(c2)OCO3)n1)Nc1ccccc1C(=O)O returned Vif-A3F inh -3%, D1 agonist 3, RXFP1 agonist -1.8%, D1 potentiator -1, Vif-A3G inh -11%, RXFP1 antagonist -28, D2 PAM -2, GRP78 ERSR act 4% and D1 antagonist 2.
For CC(=O)N1CCN(C(=O)c2ccc(Cl)c(S(=O)(=O)N3CC(C)OC(C)C3)c2)CC1 (configuration not stated) the results were Vif-A3F inh -12%, Vif-A3G inh 1%, RXFP1 antagonist -21 and GRP78 ERSR act -2%.
`O=C1CC(c2ccc(F)cc2)Sc2nc(C34CC5CC(CC(C5)C3)C4)nn21` (configuration not stated) gave Vif-A3F inh -11%, D1 agonist 2, RXFP1 agonist 0.8%, D1 potentiator -8, Vif-A3G inh 1%, RXFP1 antagonist -13, D2 PAM -11, GRP78 ERSR act -1% and D1 antagonist -52*.

Remaining list, next part.
O=C(OCC(=O)N1CCc2ccccc21)[C@@H]1CC(O)CN1S(=O)(=O)c1ccc(Cl)cc1 (some centres not stated) was read as Vif-A3F inh -18%, Vif-A3G inh 3%, RXFP1 antagonist -14 and GRP78 ERSR act -1%.
For CCc1cccc(CC)c1NC(=O)COC(=O)c1ccccc1-c1nc2ccccc2s1 the results were Vif-A3F inh -1%, D1 agonist 2, RXFP1 agonist 1.0%, D1 potentiator -5, Vif-A3G inh -5%, RXFP1 antagonist 4, D2 PAM -5, GRP78 ERSR act -4% and D1 antagonist -2.
`CC1=C(C(=O)Nc2ccc(C)cc2C)C(c2cccc([N+](=O)[O-])c2)n2nc(C(=O)OC(C)C)nc2N1` (configuration not stated) gave Vif-A3F inh -11%, D1 agonist 5, RXFP1 agonist -0.7%, D1 potentiator 2, Vif-A3G inh -3%, RXFP1 antagonist -9, D2 PAM 5, GRP78 ERSR act -5% and D1 antagonist -1.
`c1ccc(-c2csc3ncnc(N4CCOCC4)c23)cc1` gave Vif-A3F inh -10%, D1 agonist 0, RXFP1 agonist 5.3%, D1 potentiator 5, Vif-A3G inh -1%, RXFP1 antagonist -7, D2 PAM 5, GRP78 ERSR act -6% and D1 antagonist 2.
For N#Cc1ccccc1NC(=O)COC(=O)c1ccc2c(c1)OCCO2 the results were Vif-A3F inh 4%, D1 agonist 0, RXFP1 agonist 1.0%, D1 potentiator -3, Vif-A3G inh 5%, RXFP1 antagonist 3, D2 PAM -1, GRP78 ERSR act 4% and D1 antagonist 11.
Screening COc1ccc(Cl)cc1C(=O)NNC(=O)CCNS(=O)(=O)c1ccccc1 returned Vif-A3F inh -3%, Vif-A3G inh -1%, RXFP1 antagonist 0 and GRP78 ERSR act -5%.
CCCCn1c(N)c(N(CC(C)C)C(=O)CN2C(=O)NC3(CCC(C(C)(C)CC)CC3)C2=O)c(=O)[nH]c1=O (configuration not stated) was read as Vif-A3F inh 3%, Vif-A3G inh 1%, RXFP1 antagonist -17 and GRP78 ERSR act -1%.
Screening O=C(N/N=C/c1ccc([N+](=O)[O-])cc1)c1cc2ccccc2o1 returned Vif-A3F inh 6%, D1 agonist 1, RXFP1 agonist 12%, D1 potentiator -5, Vif-A3G inh -1%, RXFP1 antagonist -16, D2 PAM -4, GRP78 ERSR act -3% and D1 antagonist -16.
For CCSc1nnc(NC(=O)c2csc3c2CCC(C)C3)s1 (configuration not stated) the results were Vif-A3F inh -1%, D1 agonist 1, RXFP1 agonist 0.9%, D1 potentiator -8, Vif-A3G inh 1%, RXFP1 antagonist 2, GRP78 ERSR act -2% and D1 antagonist 5.
Screening O=C(OCC#CCSc1nnc(-c2cccc3ccccc23)o1)c1ccc(Cl)cc1 returned Vif-A3F inh -1%, D1 agonist 8, RXFP1 agonist 2.5%, D1 potentiator 2, Vif-A3G inh -3%, GRP78 ERSR act -4% and D1 antagonist 3.
Screening O=C(NCCc1c[nH]c2ccccc12)c1ccc(S(=O)(=O)NCc2ccco2)cc1 returned Vif-A3F inh -3%, D1 agonist 7, RXFP1 agonist -0.7%, D1 potentiator -7, Vif-A3G inh 0%, RXFP1 antagonist 0, D2 PAM 5, GRP78 ERSR act -4% and D1 antagonist -4.
Nc1ncnc(Nc2cccc(Cl)c2Cl)n1 was read as Vif-A3F inh 0%, D1 agonist 2, RXFP1 agonist 2.4%, D1 potentiator 5, Vif-A3G inh 3%, RXFP1 antagonist 3, D2 PAM -2, GRP78 ERSR act 8% and D1 antagonist -4.
Screening CNC(=O)NC(=O)COC(=O)CCc1nc(=O)c2ccccc2n1C returned Vif-A3F inh -11%, D1 agonist 5, RXFP1 agonist 22%, D1 potentiator -6, Vif-A3G inh -1%, RXFP1 antagonist -9, D2 PAM -3, GRP78 ERSR act -4% and D1 antagonist 20.

Source: PubChem BioAssay

This is a subset. The share of hits here may be higher or lower than overall.
